KB-3-1 cytotox = KB-3-1 parental cell cytotoxicity; AID 1347075; KB-3-1 viability, CellTiter-Glo ATP luminescence, 72 h; Potency, µM (doses to about 46.1 µM), for inactives: at the highest dose activity change, negative = cytotoxic, actives largely listed as cytotoxic; 400,000 tested, 1.4% active; note: potency is the fitted concentration of half-maximal effect; % is set by controls: 0 for no effect and ±100 for the full control effect; nearly all actives have a fitted effect of over 60% in size
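Using CellTiter-Glo luminescence, growth of non-resistant KB-3-1 adenocarcinoma cells is assessed 72 h after pin-tool compound addition at 37 °C. Normalized responses across the concentration series yield fitted curves.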
HT1080NT lethal = kills 2HG-producing HT-1080-NT fibrosarcoma cells; HT-1080-NT fibrosarcoma viability, CellTiter-Glo ATP luminescence, 48 h; Potency, µM (series often up to 46.1 µM), for the others: top-dose activity, negative = less viability, most hits filed as cytotoxic; 360,000 tested, 1.6% active;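 note: NT is the 2HG producing partner of a matched IDH1 knockdown line; potency is the fitted concentration of half-maximal effect; 0% = DMSO-treated cells and -100% = media-only wells without cells; nearly all actives have a fitted effect of over 55% in size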
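A 48-hour cytotoxicity screen used HT-1080-NT cells plated 2 hours before compound delivery. ATP-based CellTiter-Glo luminescence measured viability, normalized to DMSO and no-cell controls.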
SW480 rerep = DNA re-replication induction in SW480 cells | AID 624297 | SW480 DNA re-replication, Hoechst DNA content imaging, 48 h | Potency, µM (highest dose often 46.1 µM), inactives show at the highest dose re-replication activation, hits mostly activators | 340,000 tested, 1.8% active; note: potency is the fitted concentration of half-maximal effect; % of control where 0% means no effect; nearly all actives have a fitted effect of over 55% in size
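Hoechst fluorescence of nuclei (405 nm excitation, 500-530 nm emission) measured by plate-scanning imager after 48 hr compound exposure at 37 C; re-replication scored as increased number of nuclei with elevated intensity.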
KB-V1 cytotox = kills drug-selected multidrug resistant KB-V1 cells; KB-V1 MDR cells viability, CellTiter-Glo, 72 h; Potency, µM (highest dose often 46.1 µM), for inactives: at the highest dose activity change, negative = cytotoxicity, usual class: cytotoxic; 400,000 tested, 3.4% active; note: potency is the fitted concentration of half-maximal effect; % is set by controls: 0 for no effect and ±100 for the full control effect; nearly all actives have a fitted effect of over 60% in size
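KB-V1 cells (P-gp-expressing MDR subline of KB-3-1) in phenol-red-free DMEM with 10% FBS were exposed to library compounds over a concentration series for 72 h at 37 degrees C. Viability read by CellTiter-Glo luminescence; concentration-effect curves fitted after normalization.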
HT1080 IDH1KD tx = kills HT-1080 cells with IDH1 knockdown; HT-1080 IDH1 knockdown viability, ATP luminescence, 48 h; Potency, µM (top dose mostly 46.1 µM), for inactives: top-dose activity, negative = toxicity, most hits filed as cytotoxic; 360,000 tested, 2% active;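 note: potency is the fitted concentration of half-maximal effect; 0% = DMSO wells and -100% = cell-free medium wells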
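Using the IDH1-knockdown HT-1080 line run in the same batch and compound series as the NT line, viability after 48 h at 37 °C was determined by CellTiter-Glo luminescence and expressed as % activity.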
MCF10A rereplic = induces DNA re-replication in MCF 10a normal breast cells. Potency, µM (series often up to 46.1 µM), for inactives: at the top dose activity, positive = re-replication, hits mostly activators. MCF 10A DNA re-replication, Hoechst nuclear intensity, 48 h. AID 624296. 350,000 tested, 2.9% active; note: potency is the fitted concentration of half-maximal effect; % of control where 0% means no effect; nearly all actives have a fitted effect of over 50% in size
ATXN2 expr inh = ATXN2 expression inhibition. HEK-293 ATXN2-luciferase reporter, luminescence, 24 h. Potency, µM (highest dose often 57 µM), for the others: at the top dose activity change, negative = inhibition, actives largely listed as inhibitors. 360,000 tested, 0.72% active; note: potency is the fitted concentration of half-maximal effect; % is set by controls: 0 for no effect and ±100 for the full control effect; nearly all actives have a fitted effect of over 55% in size
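ATXN2-luciferase reporter cells (luciferase flanked by upstream and downstream ATXN2 gene portions) were treated 24 h at 37 °C with compounds at up to 57 uM. SteadyGlo luminescence gave expression; GF-AFC fluorescence gave viability.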
IL-1B inflam inh = inhibitors of inflammasome signaling (IL-1 beta secretion); 360,000 tested, 4.7% active; activity change, % at 57.5 µM; AID 743279; THP-1 LPS/ATP IL-1B secretion, AlphaLISA, 16 h; active compounds read low; in the data active = activity change below about -50%; inconclusive = mostly about -30% to -49%; note: % is set by controls: 0 for no effect and ±100 for the full control effect
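Secreted IL-1B measured by AlphaLISA bead assay after 16 h compound exposure of THP-1 cells; compounds (final up to 57.5 uM) added 1 h before LPS (250 ng/mL) and ATP (1.25 mM) stimulation; lower signal means less secretion.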
ATXN viability = reduces viability in counter-screen for ATXN expression inhibitors; S2 cells (HEK-293 line with an ATXN2-luciferase reporter) viability, CellTiter-Fluor protease fluorescence, 24 h; Potency, µM (highest dose often 56.7 µM), hits mostly cytotoxic; 400,000 tested, 0.49% active; AID 651635; note: potency is the fitted concentration of half-maximal effect; nearly all actives have a fitted effect of over 40% in size
Starred values were filed as active, the others as inactive; i = inactive; ? = inconclusive; / = not tested or not shown; [ ] = dose if it differs, or a comment. Unless noted, calls come from the whole dose curve; as a rule, active = well fitted curve in the direction sought with a large enough effect; inconclusive = small, poorly fitted or top-dose-only effect, or another doubt; inactive = no such curve, though single readings can be large; an effect the other way counts as inactive or inconclusive.

SMILES	KB-3-1 cytotox	HT1080NT lethal	SW480 rerep	KB-V1 cytotox	HT1080 IDH1KD tx	MCF10A rereplic	ATXN2 expr inh	IL-1B inflam inh	ATXN viability
c1ccc(Cc2noc(CN3CCN(Cc4ccc5c(c4)OCO5)CC3)n2)cc1	-6.3%	0.3%	-22.9%	-18.6%	-2.5%	-40.4%[inhibitor]	-4.5%	24.6	i
CNc1oc(-c2ccccc2Cl)nc1P(=O)(c1ccccc1)c1ccccc1	-4.9%	?	-2.8%	-15.7%	?	18.5%	-10.3%	-78.5*	i
CC1(C(=O)NCc2cccs2)CCN1CCc1ccccc1 (stereo not given)	-0.8%	2.6%	/	?	5.1%	/	-0.8%	10.2	i
Cn1ncc(Cl)c1C(=O)Nc1cc(C(F)(F)F)ccc1F	-4.4%	2.5%	5.4%	-2.9%	-1.7%	?	4.7%	-4.0	i
CCOc1ccccc1C(=O)Nc1ccccc1C(N)=O	0.4%	1.9%	-5.4%	13µM*	-17.8%	4.4%	1.1%	-8.9	i
CCOC(=O)c1c(S(=O)(=O)N2CCCC(C(=O)NCc3cccc(OC)c3)C2)c(C)n(C)c1C (stereo not given)	5.5%	/	/	12.1%	/	/	-6.1%	/	i
CCOC(=O)C1CCN(S(=O)(=O)c2ccc3c(c2)N(C(C)=O)CC(C)S3)CC1 (stereo not given)	?	-6.2%	7.9%	?	-12.7%	-1.1%	-18.9%	39.7	i
CCC1=Nc2cc(C(=O)NC3CCC(C)CC3)ccc2Sc2ccc(C)cc21 (stereo not given)	4.61µM*	/	/	4.11µM*	/	/	9.0%	/	?
CCOc1ccc(N(CC)C(=O)Cc2c(C(=O)O)n(C)c3ccccc23)cc1	12.0%	-3.6%	-8.7%	13.7%	0.4%	-4.4%	-19.8%	10.8	i
Cc1ccccc1NC(=O)Cn1c(=O)n(C)c2ccccc21	0.7%	13.7%	-4.1%	-0.5%	11.7%	-0.1%	5.1%	-12.7	i
CCn1c(SCC(=O)O)nnc1-c1ccccc1	-0.9%	-1.4%	-7.0%	14.6%	2.2%	1.7%	5.2%	-6.7	i
CCc1ccc(-c2ccc(SCc3ccccn3)nn2)cc1	-6.2%	-12.8%	?	-13.6%	-10.4%	26.7%	10.6%	?	i
COc1ccc(OC)c(-c2c(=O)n(OCc3ccccc3Br)c3ccccc3[n+]2[O-])c1	-0.7%	-3.2%	1.1%	?	-8.8%	3.5%	-9.7%	?	i
COc1cccc(-c2ccc3c(c2)O[C@@H](CN(C)C(=O)C2CCOCC2)[C@H](C)CN([C@H](C)CO)S3(=O)=O)c1	-12.7%	13.3%	/	-10.8%	4.9%	/	-11.0%	-20.1	i
COc1ccccc1COC(=O)CN1C(=O)NC2(CCCCC2C)C1=O (stereo not given)	2.5%	13.6%	-415.9%[inhibitor]	2.4%	4.6%	4.0%	30.0%	9.8	i
NC(=O)C1CCN(CC(=O)Nc2ccccc2Sc2ccc(Cl)cc2)CC1	2.9%	-20.8%	-5.9%	-12.0%	-16.7%	11.8%	-15.6%	?	/
CCOc1cc(N2CCOCC2)c(OCC)cc1NC(=O)COC(=O)/C=C/c1ccc(OC(F)F)cc1	3.3%	-1.1%	2.3%	-20.1%	-1.6%	-1.6%	-6.9%	16.4	i
CC(C(=O)NC(C)(C)C)n1c(-c2ccc3c(c2)OCO3)nc2ccccc21 (stereo not given)	-3.7%	5.5%	/	-14.6%	-3.1%	/	/	27.1	/
CC(C)OCCCn1c(=S)[nH]c2cc3c(cc2c1=O)OCO3	4.5%	11.3%	0.4%	-0.5%	1.0%	0.4%	3.5%	19.9	i
COc1cc2c(cc1OC)CN(C(=O)Cc1c(F)cccc1Cl)CC2	1.3%	-2.7%	-28.4%	?	2.2%	-0.2%	-4.1%	-5.7	i
CC(C)(C)NC(=O)NC(=O)COC(=O)c1ccc(OC(F)(F)F)cc1	0.1%	-13.0%	1.2%	-13.5%	-0.2%	-10.3%	5.8%	-8.7	i
COc1cccc(NC(=O)CN(C)CC(=O)Nc2ccc(Br)cc2)c1	3.4%	-18.6%	-3.7%	?	-16.9%	-2.3%	3.0%	29.5	i
O=C(COC(=O)c1cc(=O)[nH]c2ccccc12)Nc1ccc(Cl)cn1	2.7%	-1.9%	-3.4%	6.1%	1.4%	0.6%	8.4%	10.4	i
O=P(Nc1ccccc1)(Nc1ccccc1)c1ccccc1	/	1.7%	0.3%	/	1.2%	-46.8%[inhibitor]	3.4%	-5.4	i
COc1cc(OC)cc(C(=O)NCCn2ccc3ccccc32)c1	20.4%	7.3%	-4.0%	-4.5%	4.3%	12.9%	17.7%	5.7	i
COCCn1cnnc1SCC(=O)Nc1sccc1C(N)=O	5.1%	0.5%	-3.5%	-3.6%	5.8%	0.6%	7.5%	14.2	i
Cn1nnnc1Sc1ncnc2scc(-c3ccc(Br)cc3)c12	11.6µM*	/	?	?	/	?	15.8µM*	/	12.6µM*
Cc1c(CCOC(=O)C23CC4CC(CC(C4)C2)C3)sc[n+]1CC#N	?	?	-81.5%[inhibitor]	?	?	?	?	-102.1*	/
COc1ccc(NC(=O)Nc2cc3oc4ccccc4c3cc2OC)cc1	0.5%	-1.5%	4.0%	?	-16.4%	?	0.2%	-5.3	i
CC(NC(=O)C(=O)NN=C1CCC(C(C)(C)C)CC1)c1ccccc1 (stereo not given)	1.6%	14.4%	0.731µM*	2.9%	9.0%	1.2%	-2.9%	-2.6	i

A few values from the entries so far.
Value of COc1cc(OC)cc(C(=O)NCCn2ccc3ccccc32)c1 in KB-3-1 cytotox: 20.4%
Value of CCC1=Nc2cc(C(=O)NC3CCC(C)CC3)ccc2Sc2ccc(C)cc21 (stereo not given) in ATXN2 expr inh: 9.0%
Value of CC(C)(C)NC(=O)NC(=O)COC(=O)c1ccc(OC(F)(F)F)cc1 in SW480 rerep: 1.2%
Value of COc1ccccc1COC(=O)CN1C(=O)NC2(CCCCC2C)C1=O (stereo not given) in IL-1B inflam inh: 9.8
Value of COc1cccc(NC(=O)CN(C)CC(=O)Nc2ccc(Br)cc2)c1 in KB-3-1 cytotox: 3.4%
Value of Cc1c(CCOC(=O)C23CC4CC(CC(C4)C2)C3)sc[n+]1CC#N in SW480 rerep: -81.5%[inhibitor]

The main list resumes; the 2 compounds before the break are reprinted first.
SMILES	KB-3-1 cytotox	HT1080NT lethal	SW480 rerep	KB-V1 cytotox	HT1080 IDH1KD tx	MCF10A rereplic	ATXN2 expr inh	IL-1B inflam inh	ATXN viability
COc1ccc(NC(=O)Nc2cc3oc4ccccc4c3cc2OC)cc1	0.5%	-1.5%	4.0%	?	-16.4%	?	0.2%	-5.3	i
CC(NC(=O)C(=O)NN=C1CCC(C(C)(C)C)CC1)c1ccccc1 (stereo not given)	1.6%	14.4%	0.731µM*	2.9%	9.0%	1.2%	-2.9%	-2.6	i
O=C(COc1ccccc1)Nc1cccc(-c2nc3cc4ccccc4cc3[nH]2)c1	?	?	?	9.2µM*	?	14.6µM*	-20.1%	-84.6*	?
c1ccc2c(c1)nc(N1CCOCC1)c1nnnn12	0.2%	12.9%	-19.0%	-7.0%	1.1%	7.0%	28.9%	19.6	i
CCOC(=O)c1c(C)[nH]c(C(=O)COC(=O)CCC(=O)c2ccc3c(c2)OCCO3)c1C	-1.5%	10.8%	-10.0%	?	15.3%	0.4%	-3.6%	-5.0	?
COC(=O)Cn1c(=NC(=O)c2ccc(S(=O)(=O)N3CCc4ccccc4C3)cc2)sc2cc(OC)ccc21	-2.9%	2.5%	1.5%	?	-3.3%	?	8.2%	5.8	i
CC1=C(C(=O)OC2CCCCCCC2)C(c2ccc(O)cc2)NC(=O)N1 (stereo not given)	7.2%	?	-6.4%	-17.5%	5.3%[9.24 µM]	-0.8%	-4.6%	-54.6*	i
O=C(Cn1cnc2scc(-c3ccccc3)c2c1=O)NCc1ccco1	3.2%	-6.3%	4.7%	4.3%	0.1%	-0.4%	/	-7.9	i
COc1cccc(C2CCCN2Cc2nc(-c3sccc3C)oc2C)c1 (stereo not given)	-11.8%	-21.0%	-5.4%	-3.1%	-2.4%	8.8%	-10.2%[11.3 µM]	-16.1	i
CC(C)c1ccc(NC(=O)c2cc(S(=O)(=O)NCCC3=CCCCC3)ccc2F)cc1	1.5%	/	/	?	/	/	?	/	?
CCC(CC)c1nnc(NC(=O)C2CCCO2)s1 (stereo not given)	-4.7%	-3.2%	7.2%	0.5%	3.1%	1.9%	-7.2%	-0.3	i
COc1cccc(CN(C)C(=O)c2ccc3nccnc3c2)c1	-7.7%	1.6%	20.4%	-24.9%	-1.2%	4.0%	1.6%	-4.7	i
O=C(Nc1cccc(N2C(=O)C3CCCCC3C2=O)c1)c1ccccc1 (stereo not given)	8.4%	2.0%	-20.1%	0.5%	0.0%	-14.8%	-4.0%	18.4	i
CCc1nc2nc(C)c(NS(=O)(=O)c3ccc(F)cc3)c(=O)n2[nH]1	6.3%	13.5%	-10.7%	24.2%	9.4%	-7.4%	7.2%	30.2	i
Cc1cc(C)n(CC(=O)N/N=C/c2cc(Br)cc([N+](=O)[O-])c2O)n1	-17.8%	-11.9%	3.6%	-4.2%	-10.7%	?	/	34.1	i
COc1ccc(CNC(=O)c2ccc3c(=O)n(-c4ccccc4)c(=O)[nH]c3c2)cc1	3.4%	26.6%	-7.0%	4.7%	15.7%	-2.7%	-20.4%	14.0	i
